Bioassay records as filed in PubChem.
UPR CHOP act = activators of apoptotic arm of unfolded protein response (CHOP). activation, % at 10 µM. CHO-CHOP luciferase reporter, UPR activation, luminescence; percent of tunicamycin response over DMSO baseline. hit rate 0.34% among 330,000. AID 449763;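 active means at 10 µM dose, activation of 40% or more, normalized to positive control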;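 further: 100% = tunicamycin at 10 µg/mL and 0% = DMSO alone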
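Test system: CHO CHOP reporter cells. Input: 500 CHO-CHOP cells per well. Medium: F12 with 10% FBS. Technique: luciferase luminescence. Measure: percent activation relative to tunicamycin control. Dosing: 10 µM compound, 0.5% DMSO. Timing: 16-18 h cell attachment, then 6 h compound exposure, 37 °C.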
tim10-1 inh = inhibits growth of tim10-1 mutant yeast; hit rate 2.2% among 330,000; inhibition, % at 20 µM; S. cerevisiae tim10-1 ts strain growth, BacTiter-Glo, 24 h;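 active means inhibition of at least 40%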;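 further: mutant grown at 25 °C; 0% = DMSO wells with yeast and 100% = wells holding no yeast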
XBP1 UPR activ = adaptive UPR (XBP1) activation | CHO-XBP1 luciferase reporter, IRE1-XBP1 UPR activation, luminescence; percent of tunicamycin response, DMSO as zero | activation, % at 20 µM | hit rate 0.33% among 330,000 | AID 463104;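 active means versus positive control, 20 µM dose yields 30% or more activation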;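 further: 100% = tunicamycin at 10 µg/mL and 0% = DMSO only wells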
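Assay system: IRE1-XBP1 luciferase reporter CHO line. Input: 1000 cells/well. Buffer or medium: F12 with 10% serum. Doses: 20 µM, 1% DMSO. Times: overnight seeding at 37 °C, 6 h compound treatment at 37 °C. Technique: Steady-Glo luciferase glow luminescence, 10 min after reagent addition.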
tim23-1 inh = inhibits growth of tim23-1 mutant yeast; hit rate 1.3% among 330,000; S. cerevisiae tim23-1 growth, BacTiter-Glo luminescence, 24 h; AID 463212; inhibition, % at 20 µM;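 active means growth inhibition of the mutant yeast at or above 50%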;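 further: temperature-sensitive mutant grown at 25 °C; plate controls were DMSO-treated mutant yeast for no effect and medium wells lacking yeast for full effect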
APJ ag = APJ receptor agonism | P35414 | CHO-K1 APJ PathHunter beta-arrestin, luminescence; 0% DMSO wells, 100% apelin | activation, % at 20 µM | hit rate 0.11% among 330,000 | AID 2520;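 active means activation more than six SD over the plate average, tested at 20 µM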;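 further: 0% = DMSO alone and 100% = apelin-13 at 10 nM; some results filed as inactive read as strong as hits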
Target sequence (P35414 whole entry, looked up): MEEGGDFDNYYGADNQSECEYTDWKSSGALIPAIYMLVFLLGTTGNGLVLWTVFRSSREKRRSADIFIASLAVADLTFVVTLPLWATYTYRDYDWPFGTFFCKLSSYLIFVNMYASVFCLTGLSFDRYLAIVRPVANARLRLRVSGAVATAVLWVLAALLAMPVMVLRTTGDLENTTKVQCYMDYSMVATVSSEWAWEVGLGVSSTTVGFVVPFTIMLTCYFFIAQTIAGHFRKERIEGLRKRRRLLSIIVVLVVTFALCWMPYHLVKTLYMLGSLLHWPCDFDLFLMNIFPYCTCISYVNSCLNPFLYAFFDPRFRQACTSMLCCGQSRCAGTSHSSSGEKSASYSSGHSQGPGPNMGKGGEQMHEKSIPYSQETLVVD
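Assay system – PathHunter CHO-K1 APJ (AGTRL-1) beta-arrestin reporter cells · Compound – one dose, 20 µM compound, 1% DMSO · Timing – compound 90 min 25 °C, reagent 1 h · Measured by – luminescence from split beta-galactosidase complementation, Galacton Star/Emerald II substrate · Measure – beta-arrestin recruitment to APJ as agonist activity, luminescent signal · Benchmarks – DMSO vs Apelin-13 10 nM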
TIM10 inh = growth inhibitors of TIM10 yeast strain. S. cerevisiae TIM10 strain growth, BacTiter-Glo luminescence, 24 h. inhibition, % at 10 µM. hit rate 1.4% among 330,000;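 active means inhibition of 40% or more at the single tested concentration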;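 further: wild-type TIM10 isogenic control strain grown at permissive 25 °C; 0% = DMSO yeast wells and 100% = minimal medium wells without yeast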
Mdm2 MdmX PPI = inhibitors of human Mdm2/MdmX interaction; O15151+Q00987; SaOS-2 split-luciferase Mdm2/MdmX complementation, luminescence; inhibition, % at 8 µM; hit rate 3% among 330,000; AID 485346;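 active means inhibition of at least 50% at 8 µM in the primary screen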
NALP3 yeast inh = blocks the NALP3 inflammasome reconstituted in yeast. inhibition, % at 10 µM. hit rate 0.39% among 330,000. Yeast reconstituted NLRP3/ASC/caspase-1, beta-gal luminescence, 24 h. AID 2825;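 active means inhibition of 50% or more; inactive means inhibition below 50%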;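 further: plate controls were induced DMSO wells for no effect and uninduced yeast grown without galactose for full effect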
NR3A LBD binder = NR3A (human) ligand-binding domain modulation. NR3A LBD differential scanning fluorimetry, Tm shift; 0% = protein alone, 100% = glycine-bound protein. Tm shift relative to glycine control, % at 25 µM. hit rate 2.5% among 340,000. AID 1259313;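 active means melting temperature shift of at least 10% of the positive control shift, at one fixed dose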
* marks the source's active call; other numbers are inactive results; & = joins results of further samples. An unsorted share of the library. Share with any hit: about 8.2%.

SMILES	UPR CHOP act	tim10-1 inh	XBP1 UPR activ	tim23-1 inh	APJ ag	TIM10 inh	Mdm2 MdmX PPI	NALP3 yeast inh	NR3A LBD binder
O=C(O)CCCCCNS(=O)(=O)c1ccc2c3c(cccc13)C(=O)N2	0.8	-10	-2	-6	-3	-6	20	20	2
Cc1ccc(NC(=O)CN2c3cccc4cccc(c34)S2(=O)=O)cc1S(=O)(=O)N1CCOCC1	0.6	20	-2	6	0	2	14	12	-2
COc1ccc(NC(=O)C23CC4CC(CC(Cl)(C4)C2)C3)cc1S(=O)(=O)N1CCOCC1	-1.8	6	-1	13	-1	-3	19	5	3
O=C(CN1CCCCCC1)OCCN=C1NS(=O)(=O)c2ccccc21	-5.9	-4	-3	-1	-2	-10	13	16	-1
CC1CN(c2cnn(C(C)C)c(=O)c2Cl)CC(C)O1 (stereo not drawn)	0.2	14	3	11	-3	-9	1	7	-2
O=C(Nc1ccc(C(=O)N2CCC(N3CCOCC3)CC2)cc1)c1ccc(Br)o1	-0.6	-22	-3	0	-3	-1	11	20	1
Cn1c(=O)oc2cc(S(=O)(=O)Nc3ccccc3)ccc21	0.6	15	-3	-6	-3	9	29	8	1
CC(=O)c1sc(NS(=O)(=O)c2ccc(C)cc2)nc1C	1.6	1	0	11	-2	-9	14	-3	-1
OCC(O)CNC(=S)NC1CCCCC1 (stereo not drawn)	-2.8	3	-2	-5	-4	10	5	17	1
CCC(C)C(=O)Nc1nnc(-c2cccs2)s1 (stereo not drawn)	3.5	7	0	10	1	-11	-10	28	0
Cc1ccc2c(c1)C1(SCCS1)C(=O)N2	-1.1	10	1	6	-2	7	35	-11	1
Cc1ccc(C)c(NC(=O)CCC(=O)N2CCOc3ccccc32)c1	-0.3	4	2	15	8	2	-13	13	0
S=C(c1nc2ccccc2[nH]1)N1CCOCC1	1.1	5	1	-17	2	1	-8	6	1
CCCCNc1nc2ccccc2nc1NS(=O)(=O)c1ccc(F)cc1	0.2	21	0	48	-3	18	-6	6	-3
COC(=O)c1cn(NC(=O)C2CCCCC2)c(=O)c2ccccc12	-1.9	8	-1	28	4	5	-6	16	1
COC(=O)C1C(=O)c2c([nH]c(C(=O)OCCOC(C)C)c2C)CC1C (stereo not drawn)	1.7	19	2	29	2	10	5	-1	0
NC(=O)c1cc(C(=O)c2ccc(Cl)cc2Cl)c[nH]1	-0.1	-1	0	11	1	-2	30	19	-1
CC(=O)N1CCC(=NNc2ccc(S(N)(=O)=O)cc2[N+](=O)[O-])CC1	1.5	-3	-1	11	0	-25	2	15	-1
N=c1oc2ccc(Cl)cc2cc1C(=O)Nc1ccc(F)cc1	8.7	9	8	5	-3	-7	-12	-16	-1
CC(C)C[C@H]1CNC(=O)C(=O)N1C[C@H](C)NC(=O)Cc1ccccc1	-0.5	-21	0	4	6	8	-27	7	-1
Cc1c(C)c2cc(Cl)c(OCC(=O)N3CCN(c4ccc(F)cc4)CC3)cc2oc1=O	1.3	4	-5	1	4	-4	-1	12	-1
Cn1c(N)c(C(=O)COC(=O)CC(NC(=O)c2ccccc2Cl)c2ccccc2)c(=O)n(C)c1=O (stereo not drawn)	0.4	-8	2	1	3	2	-2	11	-3
COc1ccc(OC)c(CNn2c(-c3ccccc3F)nc3ccccc3c2=O)c1	-0.4	35	-2	36	2	33	-14	2	0
COc1ccc(C(CNC(=O)Cc2c(F)cccc2Cl)N2CCCCC2)cc1 (stereo not drawn)	-0.6	9	-3	5	-1	8	0	5	0
CCOC(=O)C1=C(CNCc2ccc(F)cc2)NC(=O)NC1c1cccc([N+](=O)[O-])c1 (stereo not drawn)	-1.0	13	-2	14	1	7	15	-21	0
NC(=O)N/N=C/c1ccc(N2CCOCC2)s1	0.2	-1	-1	23	0	2	-3	12	1
Cc1cc(C)cc(NC(=O)C(OC(=O)C2=COCCO2)c2ccccc2)c1 (stereo not drawn)	-1.2	1	-2	10	-2	-8	-35	14	-1
CCN(CC)C(=O)C1=C(C)NC(=S)NC1c1cccs1 (stereo not drawn)	1.1	7	1	-4	-1	9	14	1	-2
O=C(N=C1SC2CS(=O)(=O)CC2N1c1cc(Cl)ccc1Cl)C1CCCO1 (stereo not drawn)	-0.1	-11	-3	-9	-1	6	1	-5	1
CCn1cnc2cc(NS(=O)(=O)c3ccc(C)cc3)ccc21	0.6	15	-2	5	-3	9	19	-9	2

Next section (4 carried over from the part before).
SMILES	UPR CHOP act	tim10-1 inh	XBP1 UPR activ	tim23-1 inh	APJ ag	TIM10 inh	Mdm2 MdmX PPI	NALP3 yeast inh	NR3A LBD binder
Cc1cc(C)cc(NC(=O)C(OC(=O)C2=COCCO2)c2ccccc2)c1 (stereo not drawn)	-1.2	1	-2	10	-2	-8	-35	14	-1
CCN(CC)C(=O)C1=C(C)NC(=S)NC1c1cccs1 (stereo not drawn)	1.1	7	1	-4	-1	9	14	1	-2
O=C(N=C1SC2CS(=O)(=O)CC2N1c1cc(Cl)ccc1Cl)C1CCCO1 (stereo not drawn)	-0.1	-11	-3	-9	-1	6	1	-5	1
CCn1cnc2cc(NS(=O)(=O)c3ccc(C)cc3)ccc21	0.6	15	-2	5	-3	9	19	-9	2
c1ccc(-c2ccccc2OCCCCN2CCCCC2)cc1	2.7	5	2	3	2	3	6	14	-2
COc1ccc(C2OC34CCCCC3C(C#N)(C#N)C2(C#N)C(=N)O4)cc1 (stereo not drawn)	54*	3	-7	10	4	5	-7	14	-25
CC1=NN(c2ccccc2)C(=O)/C1=C\C=C1/N(C)c2ccccc2C1(C)C	-1.8	42*	-2	-22	-6	13	26	42	7
C=CCOc1c(Cl)cc(CNc2ccc(N(C)C)cc2)cc1OC	2.3	23	-1	1	6	-15	60*	33	-1
Cc1cc(C(=O)NCCc2ccc(Cl)cc2)c(C)o1	4.4	16	1	17	8	15	-34	27	-3
COc1ccc(C2=NN(CC(=O)NCc3ccco3)C(=O)CC2)cc1	0.2	7	-2	14	-1	1	6	5	3
CC(=O)c1c(N2CCN(c3ccccc3)CC2)nc(=S)n(-c2ccccc2)c1C	0.1	12	-2	11	-1	-4	6	15	0
Cc1ccc(NC(=O)CN2C(=O)NC(C)(C)C2=O)cc1S(=O)(=O)N1CCCCCC1	0.1	5	5	17	3	2	8	4	-4
COc1ccc(CCNC(=O)Cn2c(=O)oc3ccccc32)cc1OC	-0.4	-9	-5	-9	-2	4	14	-2	0
COc1ccc(OCCn2c(=N)n(CCO)c3ccccc32)cc1	-1.2	10	-1	4	0	-11	13	-6	-3
CCOC(=O)C1CCCN(C(=O)c2cc(CN3C(=O)c4ccccc4C3=O)ccc2OC)C1 (stereo not drawn)	-1.5	22	-2	0	18	16	-1	11	-3
CSc1nc(N)nc(C2CC2)n1	-0.5	-18	2	12	-2	-22	16	7	1
COC(=O)[C@H](C)NC(=O)Nc1ccc(S(N)(=O)=O)cc1	-0.8	-5	1	2	3	9	6	14	-1
CC(=O)Nc1ccc2c(c1)CCCN2C(=O)c1ccccc1	2.0	9	2	16	-1	7	-3	7	1
O=C(CCc1ccccc1)NNC(=O)c1ccccn1	1.4	9	5	-2	-1	6	44	20	-14
CCc1ccccc1NC(=O)Nc1cc(F)ccc1F	0.3	28	0	18	-1	23	-22	16	-8
Cc1ccc(N2CC(C(=O)Nc3ccccc3C(=O)NC3CCCCC3)CC2=O)cc1 (stereo not drawn)	0.0	21	-1	4	-3	17	-17	-2	0
CC(=O)NC(CC(=O)NCCCn1ccc2ccccc21)c1ccccc1 (stereo not drawn)	1.2	11	-1	12	-1	-3	9	6	1
O=C(/C=C/c1ccc(OC(F)F)cc1)OCC(=O)N1CCc2ccccc21	3.3	12	-1	6	3	-10	36	26	-2
CC1CCN(CCCn2c(=S)[nH]c3ccc(N4CCOCC4)cc3c2=O)CC1	-2.6	6	1	5	-2	-7	-31	11	0
Cc1cccn2c(=O)c3cc(C(=O)NCC4CCCO4)c(=N)n(C4CCCC4)c3nc12 (stereo not drawn)	2.5	-6	1	-2	-1	5	-6	14	1
O=[N+]([O-])c1ccc(C2=CSC3=NCCN23)cc1	-1.2	-10	1	17	0	-14	1	14	-2
Cc1[nH][nH]c(=O)c1N=Nc1ccccc1Cl	5.4	3	4	36	-1	-12	17	23	1
CSCc1nc2sc(C(=O)Nc3nc(C)cs3)c(C)c2c(=O)[nH]1	3.7	8	0	3	-3	-11	-4	19	-2
O=C(CN1C(=O)C(=O)N(Cc2ccco2)C1=O)c1c[nH]c2ccccc12	1.3	21	-2	17	-2	4	14	8	-5
CN1c2ccccc2C(O)=C(C(=S)Nc2ccc(F)c(Cl)c2)S1(=O)=O	-0.1	21	0	21	0	2	17	9	27*
COC(=O)c1cc2sccc2n1CC(=O)N(C)c1ccccc1	1.0	23	1	14	-3	26	40	-32	-2
O=C(NS(=O)(=O)Oc1ccc(Cl)cc1)OC[C@@H]1CCCN2CCCC[C@H]12	1.3	16	2	-2	-4	-12	15	-2	0
O=C(NCc1ccccc1)c1ccc(NC2=NC3CS(=O)(=O)CC3S2)cc1 (stereo not drawn)	1.2	-4	-1	0	5	-2	18	15	1
O=c1c2ccccc2nc(SCc2nnc(-c3ccccc3)o2)n1-c1ccc(F)cc1F	0.4	11	1	22	0	-26	15	20	-1
CC1(C)CC(=O)c2cc(OCC(=O)NCC3CCCO3)ccc2O1 (stereo not drawn)	1.6	5	-1	14	-5	-28	7	-4	0
Cc1ccc(C)c(C(=O)CN2C3=NCCCN3c3ccccc32)c1	-1.3	7	-2	11	-4	5	37	-8	4
COc1ccc(CC(=O)N/N=C(\C)c2ccccn2)cc1	-1.5	2	-2	-11	-2	11	57*	4	0
N/C(=N\OC(=O)COc1ccc(Cl)cc1Cl)c1ccccn1	2.4	26	-4	26	-5	30	-71	39	0
Cc1noc(C)c1COc1cccc(C(=O)N(C)Cc2nc3ccccc3c(=O)[nH]2)c1	0.1	-9	1	4	-3	2	5	13	0
Cc1ccc(NC(=S)N2CCN(C3CCCCC3)CC2)cc1	-0.5	2	-1	-18	0	-3	2	1	0
COc1ccc(NC(=O)C2C3C=CC4(O3)C2C(=O)N(CCN2CCCCC2C)C4C(=O)NC2CCCCC2)cc1 (stereo not drawn)	0.5	-5	-5	7	-2	-18	10	21	0
CCN(CC)C(=O)CSC1=C(C#N)C(c2ccco2)C(C(=O)OCCOC)=C(C)N1 (stereo not drawn)	-1.0	19	-1	30	3	2	-21	4	-4&-2
Cc1ccc(C(=O)Nc2ccc3c(c2)OCCO3)c(C)c1	-8.0	11	-12	29	-1	3	48	15	-3
Cc1ccc(Cl)cc1N(CC(=O)N1CCOCC1)S(C)(=O)=O	-0.9	4	-4	2	-4	-3	18	22	6
Cc1ccccc1OCc1nnc(SCC(=O)O)n1-c1ccccc1	-1.1	14	-4	-1	0	6	18	6	-2
